# Source: PubChem BioAssay
# ATXN2 expr inh – inhibitors of ATXN2 expression; HEK-293 ATXN2-luciferase reporter, luminescence, 24 h; Potency, µM (series often up to 57 µM), for the others: at the highest dose activity change, negative = inhibition, hits mostly inhibitors; 0.72% of 360,000 active; also: potency is read from the fitted curve at half-maximal effect; % is scaled to controls: 0 for no effect and ±100 for the full control effect; nearly all actives have a fitted effect of over 55% in size
#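 ATXN2-luciferase reporter cells (luciferase flanked by upstream and downstream ATXN2 gene portions) were treated 24 h at 37 °C with compounds at up to 57 uM. SteadyGlo luminescence gave expression; GF-AFC fluorescence gave viability.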
# KB-3-1 tox – kills parental KB-3-1 adenocarcinoma cells | KB-3-1 viability, CellTiter-Glo ATP luminescence, 72 h | Potency, µM (highest dose often 46.1 µM), inactives show at the top dose activity change, negative = cytotoxic, usual class: cytotoxic | 1.4% of 400,000 active | AID 1347075; also: potency is read from the fitted curve at half-maximal effect; % is scaled to controls: 0 for no effect and ±100 for the full control effect; nearly all actives have a fitted effect of over 60% in size
#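 72 h, 37 °C compound treatment of KB-3-1 parental cells; CellTiter-Glo added, 10 min, luminescence read. Data corrected against DMSO-only plates and normalized before curve fitting.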
# IL1B secr inh – inhibitors of inflammasome signaling (IL-1 beta secretion) | THP-1 LPS/ATP IL-1B secretion, AlphaLISA, 16 h; active compounds read low | activity change, % at 57.5 µM | 4.7% of 360,000 active; in the data active = activity change below about -50%; inconclusive = mostly about -30% to -49%; also: % is scaled to controls: 0 for no effect and ±100 for the full control effect
#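 THP-1 cells pretreated 1 hr with compounds (up to 57.5 uM final), then stimulated with LPS (250 ng/mL final) plus ATP (1.25 mM final); secreted IL-1B measured by AlphaLISA after 16 hr, decreased signal indicating inhibition.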
# HT1080 IDH1KD tx – toxicity to HT-1080 IDH1 knockdown cells (counter line); HT-1080 IDH1 knockdown viability, ATP luminescence, 48 h; Potency, µM (titrated, usually from 46.1 µM), inactives show at the highest dose activity, negative = toxicity, actives largely listed as cytotoxic; 2% of 360,000 active;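 also: potency is read from the fitted curve at half-maximal effect; 0% = DMSO wells and -100% = cell-free medium wells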
#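 In this qHTS, HT-1080 cells depleted of IDH1 are exposed for 48 h at 37 °C to compound titrations. Toxicity is scored from CellTiter-Glo luminescence, with DMSO as full viability and medium alone as none.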
# KB-V1 cytotox – KB-V1 MDR subline cytotoxicity | 3.4% of 400,000 active | AID 1347076 | KB-V1 MDR cells viability, CellTiter-Glo, 72 h | Potency, µM (highest dose often 46.1 µM), for the others: top-dose activity change, negative = cytotoxicity, actives largely listed as cytotoxic; also: potency is read from the fitted curve at half-maximal effect; % is scaled to controls: 0 for no effect and ±100 for the full control effect; nearly all actives have a fitted effect of over 60% in size
#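 KB-V1 MDR subline cells in DMEM (phenol-red free, 10% FBS) exposed to compounds in qHTS concentration series for 72 h at 37 degrees C. Viability read by CellTiter-Glo luminescence; concentration-effect curves fitted after normalization and correction.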
# HT1080NT lethal – kills 2HG-producing HT-1080-NT fibrosarcoma cells | HT-1080-NT fibrosarcoma viability, CellTiter-Glo ATP luminescence, 48 h | Potency, µM (series often up to 46.1 µM), without a hit: top-dose activity, negative = less viability, hits mostly cytotoxic | 1.6% of 360,000 active;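 also: NT is the 2HG producing partner of a matched IDH1 knockdown line; potency is read from the fitted curve at half-maximal effect; 0% = DMSO-treated cells and -100% = media-only wells without cells; nearly all actives have a fitted effect of over 55% in size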
#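 Luminescent CellTiter-Glo readout after 48 hours of compound exposure at 37 degrees C defined viability of HT-1080-NT cells. Activity was normalized to DMSO wells and cell-free media wells; concentration-response curves were fitted and assigned curve classes.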
# WRN inhibitor – blocks human WRN helicase. 0.46% of 360,000 active. Q14191. WRN helicase unwinding, fluorescent forked duplex, kinetic. Potency, µM (highest dose often 114 µM), inactives show at the top dose activity change, negative = inhibition, hits mostly inhibitors; also: potency is read from the fitted curve at half-maximal effect; % is scaled to controls: 0 for no effect and ±100 for the full control effect; nearly all actives have a fitted effect of over 55% in size
# Target sequence (Q14191 whole entry, looked up): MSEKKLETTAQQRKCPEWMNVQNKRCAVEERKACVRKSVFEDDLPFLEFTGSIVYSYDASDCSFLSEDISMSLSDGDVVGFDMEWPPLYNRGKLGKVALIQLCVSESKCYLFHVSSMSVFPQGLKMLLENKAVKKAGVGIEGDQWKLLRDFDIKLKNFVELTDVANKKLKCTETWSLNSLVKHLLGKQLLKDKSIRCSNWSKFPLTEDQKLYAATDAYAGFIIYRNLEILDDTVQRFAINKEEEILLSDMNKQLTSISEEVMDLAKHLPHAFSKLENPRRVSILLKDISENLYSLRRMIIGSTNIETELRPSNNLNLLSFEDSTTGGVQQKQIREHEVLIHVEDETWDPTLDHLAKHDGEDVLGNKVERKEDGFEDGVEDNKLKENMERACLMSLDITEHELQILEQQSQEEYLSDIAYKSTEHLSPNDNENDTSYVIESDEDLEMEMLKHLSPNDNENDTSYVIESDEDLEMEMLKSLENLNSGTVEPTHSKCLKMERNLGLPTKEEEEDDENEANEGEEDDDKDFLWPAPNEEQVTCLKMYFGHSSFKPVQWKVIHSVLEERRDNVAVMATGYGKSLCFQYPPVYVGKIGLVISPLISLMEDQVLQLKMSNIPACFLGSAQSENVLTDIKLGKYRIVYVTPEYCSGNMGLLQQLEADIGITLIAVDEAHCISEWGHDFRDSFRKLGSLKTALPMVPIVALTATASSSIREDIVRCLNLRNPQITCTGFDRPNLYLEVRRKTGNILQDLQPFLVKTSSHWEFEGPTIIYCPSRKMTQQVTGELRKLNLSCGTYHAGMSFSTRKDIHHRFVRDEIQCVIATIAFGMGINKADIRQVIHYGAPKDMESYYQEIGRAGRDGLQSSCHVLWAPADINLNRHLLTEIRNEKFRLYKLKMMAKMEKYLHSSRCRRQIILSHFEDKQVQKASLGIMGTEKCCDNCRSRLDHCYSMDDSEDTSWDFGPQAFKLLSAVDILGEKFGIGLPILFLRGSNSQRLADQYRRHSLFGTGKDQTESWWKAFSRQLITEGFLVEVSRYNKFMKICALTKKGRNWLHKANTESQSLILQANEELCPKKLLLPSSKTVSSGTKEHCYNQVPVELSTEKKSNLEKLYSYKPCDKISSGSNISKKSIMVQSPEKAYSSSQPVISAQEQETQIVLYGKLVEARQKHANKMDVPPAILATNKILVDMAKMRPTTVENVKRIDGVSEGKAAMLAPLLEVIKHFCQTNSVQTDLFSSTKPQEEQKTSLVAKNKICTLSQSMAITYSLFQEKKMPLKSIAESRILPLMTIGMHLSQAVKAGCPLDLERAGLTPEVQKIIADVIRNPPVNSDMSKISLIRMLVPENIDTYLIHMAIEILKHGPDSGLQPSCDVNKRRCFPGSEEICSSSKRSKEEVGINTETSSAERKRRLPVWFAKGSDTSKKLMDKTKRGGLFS
#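 Enzyme (20 nM final) and test compound sit together 15 min at room temperature before substrate addition. Substrate is a single-forked duplex oligonucleotide (100 nM) labelled with fluorophore and quencher, with 2 mM ATP; helicase unwinding raises red fluorescence, read kinetically.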
# SW480 rereplic – DNA re-replication induction in SW480 cells; 1.8% of 340,000 active; Potency, µM (doses to about 46.1 µM), for inactives: at the highest dose re-replication activation, hits mostly activators; SW480 DNA re-replication, Hoechst DNA content imaging, 48 h; also: potency is read from the fitted curve at half-maximal effect; % of control where 0% means no effect; nearly all actives have a fitted effect of over 55% in size
#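 Per well, 250 cells were exposed to pinned compound for 48 hr. Nuclear DNA was visualised with Hoechst (40 min, 37 C) and total object intensity recorded by fluorescence scanning.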
# MCF10A rereplic – DNA re-replication induction in MCF 10a cells. MCF 10A DNA re-replication, Hoechst nuclear intensity, 48 h. Potency, µM (highest dose often 46.1 µM), for the others: top-dose activity, positive = re-replication, most hits filed as activators. 2.9% of 350,000 active; also: potency is read from the fitted curve at half-maximal effect; % of control where 0% means no effect; nearly all actives have a fitted effect of over 50% in size
# * hit, by the source's call; u = inconclusive; x = no result given; [ ] = remark or other dose. Unless noted, calls follow the shape of the dose curve; as a rule, active = well fitted curve in the direction sought with a large enough effect; inconclusive = small, poorly fitted or top-dose-only effect, or another doubt; inactive = no such curve, though single readings can be large; an effect the other way counts as inactive or inconclusive.
no.	mol	ATXN2 expr inh	KB-3-1 tox	IL1B secr inh	HT1080 IDH1KD tx	KB-V1 cytotox
1	CN(c1nc2nonc2nc1NC1CC1)C1CCOC1 (stereo unspecified)	1%	u	19	-6%	0%
2	Cc1sc2c(c1C)c(=O)n(-c1ccc(F)cc1)c(=O)n2CC(=O)NCc1ccco1	-26%	-2%	10	-5%	0%
3	CC(C)C(=O)Nc1c(C(=O)c2ccc(F)cc2)oc2ccccc12	-31%	1%	-9	-1%	-9%
4	C(=N\Nc1nc(-c2ccccc2)cs1)/c1cccs1	95%[activator]	-2%	u	-22%	-3%
5	O=C(N1CCCCC1)N1CCCN(C(=O)N2CCCCC2)CC1	2%	2%	28	10%	-6%
6	CCOC(=O)C1=C(COC(=O)/C=C/c2ccc(OC)cc2)NC(=O)NC1C (stereo unspecified)	-31%	u	-3	u	u
7	COC(=O)C1=C(C)Nc2[nH]c(=S)[nH]c(=O)c2C1c1ccc(OC)cc1 (stereo unspecified)	-6%	10%	7	2%	14%
8	CC1(C)Cc2nc3sc(C(=O)NCCCO)c(N)c3cc2CS1	23%	8%	-3	-1%	-20%

no.	HT1080NT lethal	WRN inhibitor	SW480 rereplic	MCF10A rereplic
1	20%	-1%	-14%	5%
2	7%	-25%	-9%	-1%
3	8%	-4%	0%	17%
4	-1%	-10%	u	u
5	5%	-14%	-2%	0%
6	-30%	9%	u	1%
7	2%	2%	-14%	5%
8	1%	8%	2%	14%

# Carrying on.
no.	mol	ATXN2 expr inh	KB-3-1 tox	IL1B secr inh	HT1080 IDH1KD tx	KB-V1 cytotox
9	Cc1cccc(CC2CC(=O)N(C3CCCCC3)C2=O)c1 (stereo unspecified)	-38%	9%	11	0%	-21%
10	Cc1ncc2c(n1)-c1cc(F)ccc1SC2	14%	-9%	-4	13%	-28%
11	Cc1ccc(C2=N/C(=C\c3cccc(F)c3)C(=O)O2)cc1	7%	8%	5	14%	6%
12	O=C(COC(=O)c1ccc(S(=O)(=O)NCc2ccco2)cc1)Nc1ccc(OC(F)F)cc1	6%	-8%	12	13%	20%
13	O=C(O)CSc1nnc(Cc2ccccc2)n1-c1ccccc1	-4%	-13%	50	-1%	19%
14	O=C(CNCC(=O)Nc1ccc(F)c(F)c1F)Nc1ccc(F)c(F)c1F	6%	3%	16	2%	28%
15	CCN(CC)CCNc1ncnc2c1sc1nc(N3CCOCC3)c3c(c12)CCCC3	-5%	15µM*	u	10%	u
16	CCN(CC)CCN1C(=O)C2C(C(=O)Nc3ccc(Br)cc3)C3C=CC2(O3)C1C(=O)NC1CCCCC1 (stereo unspecified)	4%	6%	-19	-14%	15%

no.	HT1080NT lethal	WRN inhibitor	SW480 rereplic	MCF10A rereplic
9	-4%	-4%	-8%	-6%
10	13%	14%	-3%	0%
11	12%	-7%	u	-3%
12	17%	-5%	-5%	-2%
13	-2%	2%	0%[9.22 µM]	-11%
14	9%	11%	-16%	-19%
15	2%	15%	17%	29%
16	-24%	2%	u	8%

# Next part:
no.	mol	ATXN2 expr inh	KB-3-1 tox	IL1B secr inh	HT1080 IDH1KD tx	KB-V1 cytotox
17	C=COCCCNc1ncnc2sc(-c3ccccc3)cc12	0%	0%	-9	-18%	0%
18	Cc1ccc(C)c(NC(=O)CN(C)C(=O)c2cc(S(=O)(=O)N3CCOCC3)ccc2N2CCCC2)c1	1%	x	-1	-10%	x
19	COc1ccccc1-c1nnc(NC(=O)Cc2ccccc2)o1	x	0%	-5	3%	-14%
20	Nn1c(SCC(=O)NC2CCCCCC2)nnc1C(F)(F)F	20%	0%	-11	6%	14%
21	Clc1ccc(N2CCN(Cc3ccco3)CC2)cc1	6%	-5%	-12	-1%	-29%
22	Cc1ccc(NS(=O)(=O)c2ccc3c(c2)NC(=O)CCS3)cc1C	u	u	0	-3%	u
23	CCOc1cc(CNCCN2CCOCC2)ccc1OCc1ccccc1Cl	-33%	-13%	u	u	-8%
24	COc1ccc(-c2noc(CCC(=O)N3CCC(C)CC3)n2)cc1	-11%	7%	-2	0%	12%

no.	HT1080NT lethal	WRN inhibitor	SW480 rereplic	MCF10A rereplic
17	-8%	-5%	13%	u
18	-4%	-28%	6%	0%
19	0%	-3%	-10%	-5%
20	5%	5%	-5%	-1%
21	2%	-10%	-2%	u
22	-13%	-6%	3%	-1%
23	u	-9%	21µM*	14%
24	-3%	-3%	-7%	-1%

# Structures listed so far with two or more sulfur atoms, in the order listed:
no.	mol	ATXN2 expr inh	KB-3-1 tox	IL1B secr inh	HT1080 IDH1KD tx	KB-V1 cytotox
4	C(=N\Nc1nc(-c2ccccc2)cs1)/c1cccs1	95%[activator]	-2%	u	-22%	-3%
8	CC1(C)Cc2nc3sc(C(=O)NCCCO)c(N)c3cc2CS1	23%	8%	-3	-1%	-20%
22	Cc1ccc(NS(=O)(=O)c2ccc3c(c2)NC(=O)CCS3)cc1C	u	u	0	-3%	u

no.	HT1080NT lethal	WRN inhibitor	SW480 rereplic	MCF10A rereplic
4	-1%	-10%	u	u
8	1%	8%	2%	14%
22	-13%	-6%	3%	-1%

# Later entries:
no.	mol	ATXN2 expr inh	KB-3-1 tox	IL1B secr inh	HT1080 IDH1KD tx	KB-V1 cytotox
25	C=CCSc1nc2sc3c(c2c(=O)n1CC=C)CCc1ccccc1-3	16%	0%	0	-2%	-30%
26	CCCn1c(N)c(N(CCOC)C(=O)COC(=O)c2ccccc2NCCO)c(=O)[nH]c1=O	8%	-1%	-7	-9%	2%
27	CC(=O)NC(Cc1ccc(C)cc1)C(=O)NC1CCN(C(=O)c2ccc([N+](=O)[O-])cc2)CC1 (stereo unspecified)	x	-4%	23	3%	-3%
28	COc1cc(CNn2nnnc2N)cc(Br)c1OCc1c(Cl)cccc1Cl	-25%	u	19	u	21µM*
29	Brc1ccc2c(c1)C(C1=NCCN1)c1ccccc1CS2 (stereo unspecified)	0%	u	u	1µM*	u
30	CCCCc1ccc(NC(=S)NCCCN2CCOCC2)cc1	-5%	-3%	0	0%	-9%
31	O=C(N/N=C/c1cccc(Cl)c1)C(c1ccncc1)N1CCOCC1 (stereo unspecified)	4%	9%	13	1%	2%
32	COc1ccc(C)cc1N(CC(=O)Nc1cccc(N(C)S(C)(=O)=O)c1)S(C)(=O)=O	1%	u	31	u	-30%

no.	HT1080NT lethal	WRN inhibitor	SW480 rereplic	MCF10A rereplic
25	0%	-34%	x	26%
26	-5%	0%	-1%	0%
27	-2%	6%	0%	0%
28	-9%	-11%	2%	5%
29	0.82µM*	10%	u	66%
30	-7%	-1%	-33%[inhibitor]	u
31	0%	7%	u	u
32	u	2%	0%	-3%

# New compounds follow
no.	mol	ATXN2 expr inh	KB-3-1 tox	IL1B secr inh	HT1080 IDH1KD tx	KB-V1 cytotox
33	CC(C)(C)c1ccc(CN2C(=O)CSC2=O)cc1	x	0%	-10	-1%	-4%
34	COC(=O)c1ccc(CSc2nc3ccccc3o2)cc1	17%	1%	11	-6%	-2%
35	COc1ccc(C(=O)Nc2cccnc2)cc1OC	17%	18%	2	9%	17%
36	COCCN(C(=O)c1ccc(-c2ccc([N+](=O)[O-])cc2)o1)c1c(N)n(CC(C)C)c(=O)[nH]c1=O	3%	-2%	3	0%	9%
37	Cc1ccccc1NS(=O)(=O)c1ccc(OCC(=O)N2CCCCC2)cc1	-9%	-11%	0	-4%	0%
38	COC(=O)c1ccc(NC(=O)CN2CCN(S(=O)(=O)c3cc(Cl)ccc3OC)CC2)cc1	-2%	-11%	17	-12%	-18%
39	CCN(CC(=O)NC1CCCCC1)S(=O)(=O)c1ccc(Cl)cc1	-11%	-7%	-21	-2%	-7%
40	O=C1CC(c2ccc(Cl)cc2)n2nc(NS(=O)(=O)c3ccc(F)cc3)nc2N1 (stereo unspecified)	-8%	16%	-4	1%	-2%

no.	HT1080NT lethal	WRN inhibitor	SW480 rereplic	MCF10A rereplic
33	-2%	7%	5%	4%
34	-4%	-2%	-10%	2%
35	8%	6%	0%	8%
36	0%	-3%	-1%	0%
37	9%[9.24 µM]	-1%	-2%	6%
38	-13%	-4%	1%	0%
39	0%	-18%	-6%	4%
40	0%	2%	2%	-10%

# Continued (2 carried over from the part before).
no.	mol	ATXN2 expr inh	KB-3-1 tox	IL1B secr inh	HT1080 IDH1KD tx	KB-V1 cytotox
39	CCN(CC(=O)NC1CCCCC1)S(=O)(=O)c1ccc(Cl)cc1	-11%	-7%	-21	-2%	-7%
40	O=C1CC(c2ccc(Cl)cc2)n2nc(NS(=O)(=O)c3ccc(F)cc3)nc2N1 (stereo unspecified)	-8%	16%	-4	1%	-2%
41	COc1ccc(OC)c(CCNC(=O)CCCC(=O)n2ncc3cc(C)ccc32)c1	-11%	1%	12	1%	u
42	CC(C)Cc1nnc(NC(=O)CCC(=O)NCCc2ccccc2)s1	6%	6%	-7	-3%	26%
43	COCCCNC(=O)Nc1ccc(Br)cc1Cl	5%	-2%	-3	4%	u
44	COc1c(C)cc(C(=O)C2CCCN(Cc3ccc(Oc4ncccn4)cc3)C2)cc1C (stereo unspecified)	x	-17%	-11	0%	-12%
45	COc1ccc(OCC(=O)Nc2c3c(nn2C(C)(C)C)CSC3)cc1	16%	-8%	9	-2%	u
46	Cc1cccc(NC(=O)CN2CCCCCC2)c1	27%	2%	17	16%	-9%
47	CCN(CC)CCOc1cccc(C(C)C)c1	0%	10%	3	16%	0%
48	CCOc1cc(/C=N/NC(=O)C2CCCC2)ccc1O	7%	7%	44	4%	27%

no.	HT1080NT lethal	WRN inhibitor	SW480 rereplic	MCF10A rereplic
39	0%	-18%	-6%	4%
40	0%	2%	2%	-10%
41	6%	-1%	-6%	0%
42	-3%	-2%	-8%	-1%
43	-3%	3%	-8%	-12%
44	-4%	2%	-24%	u
45	-1%	-11%	-5%	11%
46	18%	4%	1%	-1%
47	24%	-3%	0%	-5%
48	4%	-4%	-7%	3%
